Compound activity from PubChem.
TNF necrop inh: TNF-alpha cell death inhibition in Jurkat FADD-/- cells; Jurkat FADD-/- TNF necroptosis rescue, ATP luminescence, 24 h; 0 = TNF only, 100 = no-TNF cells; activation (protection from cell death), % at 10 µM; actives 0.068% (n = 220,000);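 active means activation, meaning protection from cell death, of at least 50% relative to plate controls; inactive means activation below 50%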;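 further: necroptosis triggered by 40 ng/mL TNF-alpha added together with compound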
PERK inhibitor: human PERK inhibition, primary cell-based screen. CHO PERK-DD fusion, SEAP luminescence translation reporter. Q9NZJ5. actives 0.17% (n = 220,000). inhibition, % at 5.6 µM;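 active means inhibition above the mean inhibition of all tested compounds plus 3 SD, set separately per screening campaign, cut at about 2.9% in these data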;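 further: PERK kinase domain activated by AP20187 dimerizer at 100 nM; 0% = DMSO with dimerizer and 100% = rapamycin at 8.4 µM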
EP2 antag: blocks the human prostaglandin E2 receptor EP2; P43116; actives 0.52% (n = 260,000); C6 glioma cells expressing human EP2, cAMP TR-FRET; cells stimulated with saturating PGE2; inhibition, % at 25 µM; AID 1422;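 active means percent inhibition above 40 after rounding to a whole number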;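 further: rat C6 glioma host cells with rolipram phosphodiesterase inhibitor present; the protocol text gives 20 µM as final concentration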
Target sequence (P43116 whole entry, looked up): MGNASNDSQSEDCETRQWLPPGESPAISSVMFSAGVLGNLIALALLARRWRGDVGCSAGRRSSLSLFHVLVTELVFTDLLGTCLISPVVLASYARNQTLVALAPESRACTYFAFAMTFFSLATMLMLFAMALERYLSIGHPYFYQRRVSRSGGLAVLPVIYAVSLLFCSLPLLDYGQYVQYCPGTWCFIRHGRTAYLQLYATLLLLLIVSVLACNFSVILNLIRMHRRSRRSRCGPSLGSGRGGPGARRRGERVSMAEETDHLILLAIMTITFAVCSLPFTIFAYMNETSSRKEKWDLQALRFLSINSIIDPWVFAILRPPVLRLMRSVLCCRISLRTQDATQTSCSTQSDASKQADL
EP2 modulator: EP2 receptor (human) modulation; P43116; EP2-expressing cells, cAMP HTRF FRET, PGE2 co-stimulation; induction, % at 25 µM; actives 0.83% (n = 260,000); AID 940;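 active means compounds whose cAMP rise, as percent of the full-agonist control response, exceeds 60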;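 further: rat C6 glioma line stably carrying human EP2 under a CMV promoter; the protocol text gives 20 µM as final concentration; 100% = response of wells given 1 µM PGE2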
Runt-CBFb FRET: blocks binding of human RUNX1 Runt domain to CBFb | Q01196+Q13951 | Cerulean-Runt/Venus-CBFb FRET ratio 530/480, 1 h | inhibition, % at 20 µM | actives 0.46% (n = 220,000) | AID 1496;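 active means inhibition over about 50% at 20 µM in the single-dose screen, limit read from the data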;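 further: 0% = DMSO wells and 100% = excess unlabeled CBFb competitor control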
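System: Cerulean-labeled Runt domain protein | Quantity: 100 nM of each labeled protein | Schedule: 1 h compound exposure, room temperature | Detection: Fluorescence energy transfer, 422 nm excitation, 530/480 nm emission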
Hck-Nef inh: blocks Nef-activated human Hck kinase | inhibition, % at 20 µM | actives 0.68% (n = 220,000) | Recombinant Hck-YEEI plus Nef, Z-Lyte FRET kinase assay | P08631 | AID 463187;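 active means Hck-Nef kinase inhibition above about 50%, limit read from the data; inactive means inhibition below that limit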;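 further: 0% = DMSO with Hck plus Nef and 100% = Hck alone without Nef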
Target sequence (P08631 whole entry, looked up): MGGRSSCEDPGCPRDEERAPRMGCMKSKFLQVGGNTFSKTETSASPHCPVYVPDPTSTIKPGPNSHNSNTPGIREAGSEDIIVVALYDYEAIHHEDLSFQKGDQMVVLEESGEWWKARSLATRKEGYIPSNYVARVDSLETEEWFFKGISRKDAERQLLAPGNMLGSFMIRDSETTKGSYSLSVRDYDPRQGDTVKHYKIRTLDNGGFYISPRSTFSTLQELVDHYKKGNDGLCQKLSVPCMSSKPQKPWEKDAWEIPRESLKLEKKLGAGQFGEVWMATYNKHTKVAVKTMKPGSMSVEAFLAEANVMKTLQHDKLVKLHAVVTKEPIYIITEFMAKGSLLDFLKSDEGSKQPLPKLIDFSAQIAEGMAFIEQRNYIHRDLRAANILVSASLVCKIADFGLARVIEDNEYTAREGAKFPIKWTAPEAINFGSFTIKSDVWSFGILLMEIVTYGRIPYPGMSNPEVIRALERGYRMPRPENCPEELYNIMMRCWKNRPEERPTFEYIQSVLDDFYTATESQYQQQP
RBBP9 inh: blocks human serine hydrolase RBBP9 | inhibition, % at 7.94 µM | actives 0.2% (n = 220,000) | recombinant RBBP9, FP-Rh probe fluorescence polarization | O75884;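 active means inhibition above the campaign mean of all tested compounds plus 3 SD, cut at about 14% in these data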;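 further: plate controls were DMSO wells with RBBP9 for no effect and wells lacking RBBP9 protein for full effect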
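Test system: recombinant human RBBP9. Quantity: 2.5 µM RBBP9 dispensing solution, before mixing. Detection: FP readout at 525/598 nm. Reagent: Serine-hydrolase probe FP-Rh, 375 nM pre-mixing. Measure: % inhibition. Control set: DMSO-treated enzyme wells and wells lacking RBBP9. Buffer or medium: Tris-NaCl-Pluronic buffer, pH 8.0. Times: preincubation 30 min plus labeling 45 min at 25 °C.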
Runt-SMMHC FRET: blocks binding of human RUNX1 Runt domain to CBFb-SMMHC; inhibition, % at 20 µM; AID 1434; Cerulean-Runt/Venus-CBFb-SMMHC FRET ratio 530/480, 1 h; Q01196+Q13951; actives 0.74% (n = 220,000);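 active means mean inhibition across duplicate retests at 20 µM reaching about 50%, limit read from the data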;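 further: 0% = DMSO wells and 100% = wells with excess untagged CBFb-SMMHC; inhibitors lower the FRET ratio by blocking Runt binding to CBFb-SMMHC; some results filed as inactive read as strong as hits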
L929 necroptosis: L929 zVAD cell death inhibition; L929 zVAD necroptosis rescue, ATP luminescence, 24 h; with zVAD 60 µM; viability rescue, % at 10 µM; actives 0.38% (n = 220,000);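 active means activation, scaled between plate controls, above about 75%, limit read from the data; inactive means activation under that limit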;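 further: 0% = zVAD with DMSO and 100% = DMSO alone without zVAD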
An asterisk follows results filed as active; & = joins results of further samples. Some of the compounds tested, so the mix of outcomes need not match the whole.

What do the screens show for `CCN(CC)CCNC(=O)NC1CCCCC1`?
TNF necrop inh: 1.7; PERK inhibitor: 0.1; EP2 antag: 6; EP2 modulator: 4; Runt-CBFb FRET: 0; Hck-Nef inh: -15; RBBP9 inh: -5; Runt-SMMHC FRET: 1; L929 necroptosis: 0.5

What do the screens show for `O=C(NCc1ccc2c(c1)OCO2)C1CCC(=O)N1C1CCCC1` (stereo not given)?
TNF necrop inh: 0.6; PERK inhibitor: 0.0; EP2 antag: 6; EP2 modulator: 29; Runt-CBFb FRET: 1; Hck-Nef inh: 5; RBBP9 inh: -2; Runt-SMMHC FRET: 0; L929 necroptosis: 2.0

Results for CCOc1ccc(OCC)c(S(=O)(=O)NC2CC(C)(C)NC(C)(C)C2)c1 ?
TNF necrop inh: 1.4; PERK inhibitor: -0.4; EP2 antag: 8; EP2 modulator: -9; Runt-CBFb FRET: 0; Hck-Nef inh: 22; RBBP9 inh: -8; Runt-SMMHC FRET: 3; L929 necroptosis: -0.9

What do the screens show for `OCCC1CN(Cc2cccn2-c2ccccn2)CCN1Cc1ccccc1` (stereo not given)?
TNF necrop inh: 0.1; PERK inhibitor: -0.6; EP2 antag: 2; EP2 modulator: 9; Runt-CBFb FRET: -1; Hck-Nef inh: -1; RBBP9 inh: -4; Runt-SMMHC FRET: 5; L929 necroptosis: -0.2

What do the screens show for `N/C(=N\OC(=O)/C=C/c1ccccc1)c1ccc(Br)cc1`?
TNF necrop inh: -1.0; PERK inhibitor: 0.0; EP2 antag: 4; EP2 modulator: 9; Runt-CBFb FRET: 0; Hck-Nef inh: -4; RBBP9 inh: 0; Runt-SMMHC FRET: -4; L929 necroptosis: 1.8

How did COc1cccc(F)c1C(=O)NC(=O)Nc1ccc2nc(C)oc2c1 do in these assays?
TNF necrop inh: 0.7; PERK inhibitor: 1.3; EP2 antag: 7; EP2 modulator: -1; Runt-CBFb FRET: 7; Hck-Nef inh: 15; RBBP9 inh: 1; Runt-SMMHC FRET: -12; L929 necroptosis: 1.0

How did CCOc1ccc(C2CC(c3ccc(OC)c(OC)c3)n3nc(N)nc3N2)cc1 (stereo not given) do in these assays?
TNF necrop inh: 0.7; PERK inhibitor: -0.4; EP2 antag: 9; EP2 modulator: -19; Runt-CBFb FRET: 1; Hck-Nef inh: -7; RBBP9 inh: -8; Runt-SMMHC FRET: -2; L929 necroptosis: 0.0

Results for CCN(CC)c1ccc(C(=O)N/N=C/c2ccc(N3CCOCC3)cc2)cc1 ?
TNF necrop inh: -1.3; PERK inhibitor: 0.4; EP2 antag: 6; EP2 modulator: -19; Runt-CBFb FRET: 1; Hck-Nef inh: 18; RBBP9 inh: -6; Runt-SMMHC FRET: 3; L929 necroptosis: 0.4

Results for CCC(=O)Nc1c(S(=O)(=O)c2ccc(C)cc2)c2nc3ccccc3nc2n1C(C)c1ccccc1 (stereo not given) ?
TNF necrop inh: 0.6; PERK inhibitor: -1.1; EP2 antag: 7; EP2 modulator: 39; Runt-CBFb FRET: 37; Hck-Nef inh: 12; RBBP9 inh: -14; Runt-SMMHC FRET: 75*; L929 necroptosis: 0.3

What do the screens show for `COC(=O)C(Cc1c[nH]c2ccccc12)NC(=O)C(C)C` (stereo not given)?
TNF necrop inh: -0.9; PERK inhibitor: 0.2; EP2 antag: 7; EP2 modulator: 12; Runt-CBFb FRET: -2; Hck-Nef inh: -1; RBBP9 inh: -9; Runt-SMMHC FRET: -2; L929 necroptosis: -0.1

What do the screens show for `CC1CCCCC1N=CC1=C(O)CC(C)(C)CC1=O` (stereo not given)?
TNF necrop inh: 0.4; PERK inhibitor: -1.3; EP2 antag: 4; EP2 modulator: -18; Runt-CBFb FRET: 0; Hck-Nef inh: -3; RBBP9 inh: -7; Runt-SMMHC FRET: 1; L929 necroptosis: 1.3

Results for CCOc1ccc(C(=O)Cc2cc(OC)c(OC)cc2[N+](=O)[O-])cc1 ?
TNF necrop inh: -2.6; PERK inhibitor: 0.5; EP2 antag: 17; EP2 modulator: 9; Runt-CBFb FRET: -2; Hck-Nef inh: 1; RBBP9 inh: -5; Runt-SMMHC FRET: 0; L929 necroptosis: -0.1

How did Cc1cc(SCc2ccccc2)nc(=O)[nH]1 do in these assays?
TNF necrop inh: -0.3; PERK inhibitor: 1.3; EP2 antag: 14; EP2 modulator: 4; Runt-CBFb FRET: 2; Hck-Nef inh: 1; RBBP9 inh: -1; Runt-SMMHC FRET: -6; L929 necroptosis: 1.2

How did C[C@H]1CN=C2N(CCNC(=O)CCC3CCCCC3)[C@H](Cc3ccc(O)cc3)CN21 do in these assays?
TNF necrop inh: 0.2; PERK inhibitor: 0.8; EP2 antag: 5; EP2 modulator: 3; Runt-CBFb FRET: 0; Hck-Nef inh: -2; RBBP9 inh: -4; Runt-SMMHC FRET: 0; L929 necroptosis: -1.1

What do the screens show for `COc1ccccc1CNC(=O)CCS(=O)(=O)c1ccc2c(c1)CCCN2C(C)=O`?
TNF necrop inh: -1.3; PERK inhibitor: -0.1; EP2 antag: 12; EP2 modulator: -24; Runt-CBFb FRET: -1; Hck-Nef inh: 0; RBBP9 inh: -6; Runt-SMMHC FRET: 3; L929 necroptosis: 2.3

How did CCOC(=O)/C(C#N)=C/c1c(N2CCN(Cc3ccc4c(c3)OCO4)CC2)nc2c(C)cccn2c1=O do in these assays?
TNF necrop inh: -6.6; PERK inhibitor: -0.5; EP2 antag: 9; EP2 modulator: 8; Runt-CBFb FRET: -11; Hck-Nef inh: 10; RBBP9 inh: 5; Runt-SMMHC FRET: -17; L929 necroptosis: -0.7

How did Nc1c2c(nc3ccccc13)N(C1CCCCC1)CC2 do in these assays?
EP2 antag: 6; EP2 modulator: 1; Runt-CBFb FRET: 1; Runt-SMMHC FRET: -10

What do the screens show for `COCc1cc(C)nc(SCC[N+](C)(C)CC(=O)c2ccccc2)c1C#N`?
TNF necrop inh: 0.4; PERK inhibitor: 0.6; EP2 antag: 5; EP2 modulator: 15; Hck-Nef inh: -1; RBBP9 inh: -4; Runt-SMMHC FRET: 2; L929 necroptosis: 1.3

What do the screens show for `COc1ccc(Cc2nnc(NC(=O)Cn3cnc4c3c(=O)n(C)c(=O)n4C)s2)cc1`?
TNF necrop inh: -1.2; PERK inhibitor: 1.8; EP2 antag: 12; EP2 modulator: 23; Runt-CBFb FRET: -1; Hck-Nef inh: 6; RBBP9 inh: -9; Runt-SMMHC FRET: 0; L929 necroptosis: 0.8

What do the screens show for `Cc1ccc(/C=N/N=C2/NC(=O)C(CC(=O)Nc3ccc(Cl)cc3)S2)o1` (stereo not given)?
TNF necrop inh: 0.3; PERK inhibitor: 0.3; EP2 antag: 13; EP2 modulator: 1; Runt-CBFb FRET: 6; Hck-Nef inh: -1; RBBP9 inh: -4; Runt-SMMHC FRET: 2; L929 necroptosis: -0.5

Results for Cc1ccc(C(=O)N2CCN(C3CCCCC3)CC2)s1 ?
TNF necrop inh: 0.7; PERK inhibitor: -0.2; EP2 antag: 7; EP2 modulator: 5; Runt-CBFb FRET: 0; Hck-Nef inh: -6; RBBP9 inh: -7; Runt-SMMHC FRET: -2; L929 necroptosis: 0.9

How did CCOc1ccc2[nH]c3c(N4CCC5(CC4)OCCO5)ncnc3c2c1 do in these assays?
TNF necrop inh: -14; PERK inhibitor: -0.9; EP2 antag: 0; EP2 modulator: -47; Runt-CBFb FRET: 1; Hck-Nef inh: 6; RBBP9 inh: -5; Runt-SMMHC FRET: 19; L929 necroptosis: 3.3

Results for C=CCNC(=O)CN1CCC(n2c(C)nc3cc(C(F)(F)F)ccc32)CC1 ?
TNF necrop inh: 1.6; PERK inhibitor: -0.6; EP2 antag: 9&11; EP2 modulator: -38&3; Runt-CBFb FRET: 1; Hck-Nef inh: 7; RBBP9 inh: 3; Runt-SMMHC FRET: 0; L929 necroptosis: -1.1

Results for COc1cccc(/C=C2\SC(=N)N(c3ccc(F)cc3)C2=O)c1 ?
TNF necrop inh: 0.4; PERK inhibitor: 1.3; EP2 antag: 6; EP2 modulator: 36; Runt-CBFb FRET: -2; Hck-Nef inh: 26; RBBP9 inh: -10; Runt-SMMHC FRET: 2; L929 necroptosis: 50

How did CC(=O)NC(c1ccc(C)cc1)c1cc([N+](=O)[O-])c2cccnc2c1O (stereo not given) do in these assays?
TNF necrop inh: -6.2; PERK inhibitor: 0.1; EP2 antag: 7; EP2 modulator: 3; Runt-CBFb FRET: 26; Hck-Nef inh: 18; RBBP9 inh: -8; Runt-SMMHC FRET: 18; L929 necroptosis: 2.0

What do the screens show for `COC(=O)c1c(NC(=O)CCCC(=O)O)sc(C)c1C`?
TNF necrop inh: 0.8; PERK inhibitor: 0.9; EP2 antag: -7; EP2 modulator: -1; Runt-CBFb FRET: 0; Hck-Nef inh: -2; RBBP9 inh: -1; Runt-SMMHC FRET: -1; L929 necroptosis: 1.0

What do the screens show for `Cn1c(CN2CCCC2)nc2cc(NC(=O)C3CCCCC3)ccc21`?
TNF necrop inh: -0.8; PERK inhibitor: 0.6; EP2 antag: 4; Hck-Nef inh: 1; RBBP9 inh: -8; Runt-SMMHC FRET: -2; L929 necroptosis: 1.0

Results for CCOC(=O)CC1C(=O)NCCN1S(=O)(=O)c1ccc(C)cc1 (stereo not given) ?
TNF necrop inh: -0.6; PERK inhibitor: 1.3; EP2 antag: 7; EP2 modulator: 4; Runt-CBFb FRET: 3; Hck-Nef inh: 20; RBBP9 inh: -2; Runt-SMMHC FRET: 0; L929 necroptosis: 2.1

What do the screens show for `O=C1C2CCCN2C(c2ccc(F)cc2)N1c1cccc(Cl)c1` (stereo not given)?
TNF necrop inh: 0.4; PERK inhibitor: 0.7; EP2 antag: 7; EP2 modulator: 21; Runt-CBFb FRET: 0; Hck-Nef inh: 0; RBBP9 inh: -6; Runt-SMMHC FRET: -2; L929 necroptosis: -0.4

How did CCCCNC(=O)C1c2cc(OC)c(OC)cc2C(=O)N(C)C1c1ccc(OC)cc1 (stereo not given) do in these assays?
TNF necrop inh: 1.7; PERK inhibitor: -1.6; EP2 antag: 8; EP2 modulator: 35; Runt-CBFb FRET: 0; Hck-Nef inh: -8; RBBP9 inh: -12; Runt-SMMHC FRET: 0; L929 necroptosis: -1.9
